Tau fibril ThT – inhibitors of human tau fibril formation, thioflavin T binding | recombinant tau K18 P301L, heparin-induced fibrillization, ThT fluorescence | Potency, µM (highest dose often 57.4 µM), without a hit: at the highest dose activity, negative = inhibition, usual class: inhibitors | 270,000 tested, 2.1% active; also: % is scaled to controls: 0 for no effect and ±100 for the full control effect; nearly all actives have a fitted effect of over 55% in size
Target sequence (P10636 561-689 P618L limits assumed): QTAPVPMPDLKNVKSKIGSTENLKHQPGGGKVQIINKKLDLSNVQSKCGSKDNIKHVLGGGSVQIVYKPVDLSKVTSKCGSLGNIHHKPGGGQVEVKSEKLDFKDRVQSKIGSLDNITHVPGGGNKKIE
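Aggregation was driven by heparin (20 uM final) acting on recombinant tau […] bearing P301L in 100 mM sodium acetate pH 7; fibrils were detected with Thioflavin T.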
Tau FP inhib – inhibitors of human tau fibril formation; P10636; 280,000 tested, 0.39% active; Potency, µM (doses to about 57.7 µM), inactives show at the top dose activity, negative = inhibition, hits mostly inhibitors; K18 P301L tau heparin fibrillization, Alexa594 FP, 6 h; AID 1468; also: % is scaled to controls: 0 for no effect and ±100 for the full control effect; nearly all actives have a fitted effect of over 55% in size
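Read-out: fluorescence polarization of Alexa 594-labeled tau (0.24 uM), 555 nm excitation, 632 nm emission. Mixtures held 15 uM unlabeled K18 P301L, compound and 20 uM heparin, pH 7 acetate buffer, incubated 6 hr at 37 C.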
aGal spleen mod – inhibits or activates alpha-galactosidase in human spleen homogenate; P06280; human spleen homogenate, 4MU-alpha-Gal fluorescence, 40 min; Potency, µM (top dose mostly 80 µM), inactives show at the top dose activity change, negative = inhibition, most hits filed as inhibitors; 240,000 tested, 0.008% active;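 also: 0% = enzyme with vehicle and -100% = no enzyme basal signal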
Target sequence (P06280 32-429 limits assumed): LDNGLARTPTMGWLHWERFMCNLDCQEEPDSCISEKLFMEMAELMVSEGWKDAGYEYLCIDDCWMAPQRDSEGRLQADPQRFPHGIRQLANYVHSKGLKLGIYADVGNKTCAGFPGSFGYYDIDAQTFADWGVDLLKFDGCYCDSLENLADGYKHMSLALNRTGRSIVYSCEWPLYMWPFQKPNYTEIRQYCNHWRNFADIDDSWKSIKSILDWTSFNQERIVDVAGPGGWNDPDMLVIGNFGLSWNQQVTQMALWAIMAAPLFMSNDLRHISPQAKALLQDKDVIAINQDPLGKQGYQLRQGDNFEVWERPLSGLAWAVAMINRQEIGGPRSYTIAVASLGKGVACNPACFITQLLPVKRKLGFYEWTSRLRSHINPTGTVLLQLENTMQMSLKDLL
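qHTS titration in buffer at pH 5.0. Alpha-galactosidase activity in spleen homogenate was measured via 4-methylumbelliferone release from 1 mM fluorogenic substrate after 40 min at 37C and a pH 10 stop. AC50 came from Hill fits of control-normalized data.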
HTT ATP protect – cytoprotection in Huntington HTT-Q103 PC12 cell model | Potency, µM (titrated, usually from 56.4 µM), without a hit: cytoprotection (ATP increase), actives largely listed as activators | 230,000 tested, 0.14% active | AID 1471 | PC12 HTT-Q103 induced, cytoprotection, ATP luminescence, 40 h;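 also: % of control where 0% means no effect; nearly all actives have a fitted effect of over 45% in size; toxic huntingtin expression switched on by the ecdysone agonist tebufenozide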
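Compounds added alongside 100 nM tebufenozide, which induces toxic Q103 huntingtin exon 1-GFP in stable PC12 cells; surviving cells quantified by luminescent ATP measurement. Medium: phenol red-free DMEM, 5% equine and 5% calf serum.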
GAA glycogen – alters human alpha-glucosidase cleavage of glycogen | P10253 | recombinant GAA, glycogen substrate, Amplex Red glucose oxidase fluorescence | Potency, µM (highest dose often 76.4 µM), for inactives: at the top dose activity change, negative = inhibition, hits mostly inhibitors | 300,000 tested, 0.38% active | AID 2100;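 also: 0% = full enzyme reaction and -100% = no-enzyme basal signal; the screen sought inhibitors and activators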
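Recombinant enzyme (4 nM final) with compounds titrated up to 77 uM and bovine liver glycogen (30 ug) in citrate pH 5.0, 0.01% Tween-20, 37 C 40 min. Released glucose detected by Amplex Red/glucose oxidase (Ex 573/Em 610); AC50 from Hill fits.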
GAA spleen mod – lysosomal alpha-glucosidase (human) modulation; P10253; human spleen homogenate, 4-MU-alpha-glucoside fluorescence; Potency, µM (highest dose often 79.9 µM), without a hit: at the top dose activity change, negative = inhibition, hits mostly inhibitors; 240,000 tested, 0.006% active; AID 2112;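 also: 0% = enzyme with vehicle and -100% = no enzyme basal signal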
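Enzyme source: human spleen homogenate, 1 ug/well. Buffer 50 mM citric acid/K phosphate pH 5.0, 0.01% Tween-20. 4-MU-alpha-glucoside 1 mM; 37 C x 40 min; NaOH/glycine stop; fluorescence.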
GAA inhib – alpha-glucosidase (human) inhibition | Potency, µM (series often up to 76.9 µM), without a hit: at the highest dose activity change, negative = inhibition, usual class: inhibitors | purified human GAA, 4-MU-alpha-glucoside fluorescence | AID 1466 | 200,000 tested, 0.005% active | P10253;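 also: plate controls were uninhibited enzyme wells for no effect and no-enzyme background for full effect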
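Human alpha-glucosidase, 4 nM, pre-mixed with test compounds before 400 uM 4-methylumbelliferyl substrate; 20 min room temperature at pH 5.0. Fluorescence read after pH 10 stop; AC50 values from Hill-equation fits.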
Tau fluor counter – counter-screen for tau fibril formation inhibitors; tau K18 P301L (four-repeat tau fragment) Alexa594 fluorescence, heparin fibrillization; AID 1463; 280,000 tested, 0.93% active; Potency, µM (highest dose often 57.7 µM), for the others: at the highest dose activity change, negative = decrease; also: % is scaled to controls: 0 for no effect and ±100 for the full control effect; nearly all actives have a fitted effect of over 55% in size
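Human K18 P301L tau (15 uM unlabeled plus 0.24 uM Alexa 594-labeled, final) in 100 mM sodium acetate pH 7 was mixed with compound and 20 uM heparin and incubated 6 hr at 37 C.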
An asterisk follows results filed as active; ? = inconclusive; / = no result given; & = joins results of further samples; [ ] = dose if it differs, or a comment. Calls follow the shape of the dose curve; as a rule, active = well fitted curve in the direction sought with a large enough effect; inconclusive = small, poorly fitted or top-dose-only effect, or another doubt; inactive = no such curve, though single readings can be large; an effect the other way counts as inactive or inconclusive. Potency is read from the fitted curve at half-maximal effect.

Compound,Tau fibril ThT,Tau FP inhib,aGal spleen mod,HTT ATP protect,GAA glycogen,GAA spleen mod,GAA inhib,Tau fluor counter
CCSc1nnc(NC(=O)CSc2nnc(CNC(=O)c3cc(OC)c(OC)c(OC)c3)o2)s1,-12%,-11%,2%,-17%[10 µM],-14%,3%,1%,-5%
CC(C)(C)c1ccc(/C=C/C(=O)Nc2ccc3c(c2)OCCO3)cc1,?,?,-25%,-126%[inhibitor],/,2%,/,10µM*[quencher]
Cc1cc(-c2nn(C)c(=O)c3ccccc23)ccc1CNC(=O)NC1CCCCC1,?,14%,12%,-1%[10 µM],-9%,1%,-7%,0%
c1ccc(CSc2nnc3c(n2)OC(c2ccco2)Nc2ccccc2-3)cc1 (stereo unspecified),?,7%,3%,-4%[10 µM],-9%,-10%,-1%,-17%
O=C1CCC(=O)N1c1cccc(-c2nc3ccccc3o2)c1,-15%,-10%,13%,-22%,3%,19%,-4%,-13%
CCCC(CCC(=O)Nc1cc([N+](=O)[O-])ccc1O)C(=O)O (stereo unspecified),?,2%,-11%,-15%,?,/,-11%,-6%
O=C(CSc1nc(O)c(Cc2ccccc2)c(=O)[nH]1)c1ccccc1,?,-12%,6%,-4%[10 µM],1%,-4%,/,-12%
CCc1ccc(-c2cc(C(=O)Nn3cnnc3)c3ccccc3n2)cc1,-8%,1%,2%,-134%[inhibitor][10 µM],5%,1%,-26%,-12%
Cc1[nH]c2ccccc2c1C(=O)COC(=O)c1ccc2c(=O)n3c(nc2c1)CCC3,-20%,0%,5%,0%,20%,5%,3%,-21%
CCN1C(C)=C(C(=O)OC)C(c2ccccc2)N2C(=O)[C@](O)(C(=O)OC)C(c3ccccc3)C(C(=O)c3ccccc3)=C12 (stereo partly specified),?,0%[11.6 µM],-2%[17.5 µM],?,/,-4%[17.4 µM],/,-16%[11.6 µM]
O=C(/C=C/c1ccco1)NCC1OCCc2ccccc21 (stereo unspecified),?,?,10%,35%[10 µM],-1%,-2%,/,-16%
COc1ccc(CCNC(=S)N2CCC(C(=O)c3ccc(F)cc3)CC2)cc1OC,?,9%,8%,-8%,-14%,-15%,-5%,-27%
COc1ccc(NC(=O)C2C(c3ccccc3)C2(Cl)Cl)cc1 (stereo unspecified),-14%,-3%,7%,3%[10 µM],-8%,-8%,-3%[15.4 µM],?
N=c1n(CCO)c2ccccc2n1CCN1CCCCC1,1%,1%,-4%,/,7%,-2%,12%,3%
CC1CC1C(=O)OCC(=O)NCc1ccc(Cl)cc1 (stereo unspecified),-5%,-6%,6%,3%,5%,0%,4%,-4%
CC(NC(=O)C1CCCN(S(=O)(=O)c2cccc3nonc23)C1)c1ccccc1 (stereo unspecified),-17%,5%,6%,-3%,-5%,-2%,1%,-12%
CCN(CC)C(=S)SCC(=O)c1ccc(F)cc1,-13%,2%,-9%,-17%,-6%,-2%,1%,-7%
CCCOc1cc(N(CC)CC)ccc1/C=C(/C#N)c1nc2ccc(C)cc2[nH]1,?,?,3%,-41%[inhibitor],-17%,-6%,?,?
COc1ccc2c(c1)[nH]c1c(=O)n(N)cnc12,-1%,-5%,-5%,11%[10 µM],9%,-7%,3%,-5%
Nc1ccc(C(=O)OCc2csc(-c3ccccc3)n2)cc1[N+](=O)[O-],-12%,?,-2%,30%[10 µM],2%,-6%,-2%,-23%
COc1cc(CN(C(=O)COc2ccccc2)c2ccccn2)cc(OC)c1OC,2%,-4%,/,/,16%[76.3 µM],/,/,-4%
C=CCN(CC=C)S(=O)(=O)c1ccc(C(=O)Nc2sc3c(c2C(N)=O)CCCCC3)cc1,12%,-1%,4%,10%[10 µM],9%,12%,?,3%
COC(=O)C1=C(C(=O)OC)[C@@H]2N(Cc3ccccc3)c3ccccc3[C@@]23C[C@@H](C(=O)OC)N(C(=O)c2cccs2)C3=N1,5%[11.5 µM],0%[11.6 µM],9%[17.5 µM],-20%&1%[10 µM],-2%,-3%[17.4 µM],/,0%[11.6 µM]
COc1ccc2c(c1)O[C@@H](c1cccc(C(F)(F)F)c1)[C@H](OC(=O)NS(=O)(=O)c1ccc(C)cc1)C2=O,-13%,-3%,2%,-69%[inhibitor],/,-2%,/,-11%
CCC(C)N=C1SCC(C)(/C=N/O)S1 (stereo unspecified),?,-10%,3%,0%[0.074 µM],9%,-7%,-4%,-11%
CC(=O)Nc1ccc(NC(=S)NC(=O)c2cc3ccccc3o2)cc1,?,?,-8%,/,1%,-10%,-2%,-8%
CCn1c(SCc2ccccc2)nnc1-c1nonc1NC(C)=O,-3%,-5%,/,/,10%[76.3 µM],/,/,-11%
C/C(CCC(=O)OC[C@@H]1O[C@H](C#Cc2ccccc2)C=C[C@@H]1Oc1ccc(C)cc1)=N/O[C@@H](C)CN1CCCc2nc(C)c(C)cc21,-12%[11.5 µM],0%[11.6 µM],3%[17.5 µM],-2%[10 µM],/,0%[17.4 µM],/,-10%[11.6 µM]
CCCn1c(-c2ccc(OC)cc2)nc2c(=O)n(C)c(=O)[nH]c21,-13%,2%,-7%,4%,8%,-10%,?,-8%
CCCCCn1c(=O)[nH]c2cc(C(=O)Nc3ccc(F)c(F)c3)ccc2c1=O,-15%,?,/,/,2%[76.3 µM],/,/,-11%
O=C(OCCN1C(=O)c2ccccc2C1=O)c1ccccc1,-5%,-3%,5%,17%,3%,2%,-4%,-9%
CN(C)c1ccc(CNc2nc(-c3ccco3)nn2S(=O)(=O)c2ccc(Cl)cc2)cc1,-5%,-1%,/,/,-4%[76.3 µM],/,/,-29%
Cc1c(C(=O)NCc2ccc3c(c2)cc(C)n3C)cccc1[N+](=O)[O-],-6%,-2%,-2%,/,4%,3%,0%,-16%
COc1cc2[nH]c(=S)nc(NCc3cccs3)c2cc1OC,?,-3%,0%,-10%,-4%,1%,-5%,-18%
O=C(Nc1ccccc1)c1cnc2ccccc2n1,-9%,3%,-3%,/,9%,0%,-4%,3%
CCOC(=O)CCC(=O)Nc1ccccc1C(N)=O,-4%,3%,-11%,0%[10 µM],3%,-2%,-5%,-3%
CCOC(=O)CC(NC(=O)c1ccco1)c1ccc(OC)cc1 (stereo unspecified),-5%,-7%,11%,-25%,6%,-8%,-4%,-1%
CCOc1ccc2oc(C(=O)Nc3ccc(N4CCOCC4)cc3)c(C)c2c1,?,3%,1%,-3%,2%,2%,2%,-24%
Cc1cc(C2CCCCC2)n(O)c(=O)c1,-5%,6%,0%,-158%[inhibitor],/,-3%,/,-6%
CCC(CC)NC(=O)COC(=O)c1ccc(NS(=O)(=O)c2ccc3c(c2)OCCO3)cc1,-1%,-15%,0%,9%,-26%,-9%,-9%,-20%
CCOc1cccc(OCCCCn2ccnc2)c1,-4%,-1%,-16%,2%[10 µM],4%,-2%,0%,4%
O=C(CC1C(=O)NC2CCCCC2N1C(=O)c1ccc(F)cc1)Nc1ccccc1 (stereo unspecified),-6%,-3%,6%,-9%,1%,-3%,-3%,-9%
Cc1ccc(C)c2[nH]c(=O)c(CN(CCN3CCCC3)C(=O)Nc3ccc(F)cc3)cc12,-9%,9%,-1%,-30%,8%,-2%,-3%,-3%
COC(=O)c1ccc(NC(=O)Cn2cnc3c(nnn3-c3cccc(OC)c3)c2=O)cc1,4%,?,6%,2%[10 µM],-7%,-1%,/,9%
C=CCNC(=O)c1ccncc1,-3%,3%,3%,-8%,3%,2%,1%,0%

Entries of single compounds as entered above. Screens in order: Tau fibril ThT, Tau FP inhib, aGal spleen mod, HTT ATP protect, GAA glycogen, GAA spleen mod, GAA inhib, Tau fluor counter
COc1cc2[nH]c(=S)nc(NCc3cccs3)c2cc1OC in the list: ?, -3%, 0%, -10%, -4%, 1%, -5%, -18%
CCOC(=O)CCC(=O)Nc1ccccc1C(N)=O in the list: -4%, 3%, -11%, 0%[10 µM], 3%, -2%, -5%, -3%

Other entries.
Compound,Tau fibril ThT,Tau FP inhib,aGal spleen mod,HTT ATP protect,GAA glycogen,GAA spleen mod,GAA inhib,Tau fluor counter
CN(Cc1ccccc1)C(=O)COc1ccc(Br)cc1Cl,/,/,5%,8%[10 µM],2%,1%,/,/
Cc1cccc(NC(=O)Nc2cccc(F)c2)n1,-13%,4%,-2%,-15%,6%,-6%,2%,-6%
CN1c2ccccc2-c2nc3ccccc3n2C1c1cccs1 (stereo unspecified),-4%,5%,?,/,7%,?,?,-22%
O=C(c1ccc(Br)cc1)N(c1ccccn1)C1CCCCC1,-13%,-3%,2%,-21%[10 µM],0%,4%,/,-17%
COC/C=C/C1=CC2=CC(=O)C(C)(OC(=O)C3CCCC3)C(=O)C2=CO1 (stereo unspecified),25µM*,10µM*,15%&12%,-30%,-10%,-6%&1%,/,?
O=C(CCn1[nH]c(=O)c2ccccc2c1=O)OC1CCCCC1,3%,8%,-7%,-3%[10 µM],15%,-5%,-6%,8%
CCOC(=O)c1c(C)[nH]c(C)c1C(=O)COC(=O)c1cc(OC)c(OC)cc1OC,-4%,-5%,3%,-13%,?,-5%,-4%,-7%
Nc1cc(=O)[nH]c(SCC(=O)N2CCc3ccccc3C2)n1,-3%,8%,8%,25%,-1%,7%,0%,5%
Cn1c(CS(=O)Cc2c(Cl)cccc2Cl)nnc1SCc1ccc(Cl)cc1 (stereo unspecified),-13%,-2%,-1%,-14%[10 µM],0%,-6%,-6%,-13%

Source: PubChem (National Center for Advancing Translational Sciences (NCATS))
